# Assay outcomes from PubChem BioAssay.
# RAD54 inh: inhibitors of human RAD54 branch migration; RAD54 Holliday junction branch migration, FAM/BHQ fluorescence; inhibition, % at 10.4 µM; 360,000 tested, 0.14% active;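 active means mean normalized replicate activity at least 40 and at least half of replicates scoring 40 or more; inconclusive means only one of the two criteria met; inactive means mean below 40 and under half of replicates reaching 40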;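 further: 0% = median of neutral control wells and 100% = median of positive control wells; inhibitors cause a drop in the FAM fluorescence signal; in these data hits start at about 50%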
# CFTR F508del cor: CFTR F508del correction in bronchial cells; CFBE cells, YFP halide quenching; stimulated with forskolin plus potentiator P3; % fluorescence drop versus neutral controls; activity (quench increase), % at 7.58 µM; 350,000 tested, 0.36% active; AID 720511;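 active means mean added fluorescence quench of at least 8% versus neutral control, with both replicates also reaching 8%; inconclusive means only one of the mean or replicate conditions met; inactive means mean below 8% and not both replicates reaching 8%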;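 further: cells transiently co-express mutant CFTR-F508del with the halide-sensitive YFP; corrector assay measuring rescue of mutant channel to the surface after 24 h compound exposure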
# E-sel inducer: induces E-selectin expression in human endothelial cells; HUVEC E-selectin immunofluorescence imaging; normalized: neutral wells 0, TNF-alpha wells 100; AID 686992; P16581; 260,000 tested, 0.37% active; activation, % at 7.58 µM;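 active means mean E-selectin-positive cell signal at least 10% of the positive control, reached in at least 60% of replicates, without over 20% cell loss; inconclusive means no rule given, readout overlaps actives, possibly toxicity-flagged; inactive means the rest, including those meeting only one limit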;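 further: in these data hits start at about 27%; measured in HUVEC primary endothelial cells; signal is the percent of cells scored E-selectin positive by PE staining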
#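 System: HUVEC, human umbilical vein endothelial cells; quantity: 3,000 cells/well; buffer or medium: EGM-2 medium, gelatin-coated wells; dosing: single-point compound dose; detection: immunofluorescence imaging; evaluation: % PE-positive cells; benchmarks: TNF-alpha, DMSO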
# INS-1E GSIS act: GLuc luminescence reporter in INS-1E cells, primary screen for activators of glucose-dependent secretion of insulin | INS-1E GLuc reporter insulin secretion, 2-3 h | activation, % at 16.6 µM | 370,000 tested, 0.61% active | AID 743287;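 active means lowest replicate activation of at least 40%, so every replicate reaches that level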;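 further: 0% = median of neutral control wells and 100% = median of IBMX positive control wells; some compounds called inactive have numbers as strong as hits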
# Casp6 inh: caspase-6 (human) enzyme inhibition. P55212. purified caspase-6, Z-VEID-R110 cleavage fluorescence. inhibition, % at 12.5 µM. 350,000 tested, 0.53% active;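 active means mean inhibition across replicates at least about 35%, with every replicate also reaching that limit, limit read from the data; inconclusive means only one of the two criteria met; inactive means neither criterion met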;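 further: 0% = median of neutral control wells and 100% = no fluorescence left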
# Target sequence (P55212 24-179 limits assumed): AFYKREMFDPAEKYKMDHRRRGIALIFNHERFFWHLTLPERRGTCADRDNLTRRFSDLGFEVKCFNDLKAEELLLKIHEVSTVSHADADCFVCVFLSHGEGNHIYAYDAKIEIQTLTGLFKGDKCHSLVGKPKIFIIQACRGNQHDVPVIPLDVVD
# Target sequence (P55212 194-293 limits assumed): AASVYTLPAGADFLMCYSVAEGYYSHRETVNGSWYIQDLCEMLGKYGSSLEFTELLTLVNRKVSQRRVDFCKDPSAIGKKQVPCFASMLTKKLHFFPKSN
# RAD52 inh: RAD52 (human) annealing inhibition; recombinant RAD52 DNA annealing, FRET fluorescence; inhibition, % at 18.7 µM; 360,000 tested, 0.46% active; AID 651710;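 active means every replicate showing at least 50% inhibition; inconclusive means mean inhibition at least 50% but not in every replicate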
# Target sequence (P43351 whole entry, looked up): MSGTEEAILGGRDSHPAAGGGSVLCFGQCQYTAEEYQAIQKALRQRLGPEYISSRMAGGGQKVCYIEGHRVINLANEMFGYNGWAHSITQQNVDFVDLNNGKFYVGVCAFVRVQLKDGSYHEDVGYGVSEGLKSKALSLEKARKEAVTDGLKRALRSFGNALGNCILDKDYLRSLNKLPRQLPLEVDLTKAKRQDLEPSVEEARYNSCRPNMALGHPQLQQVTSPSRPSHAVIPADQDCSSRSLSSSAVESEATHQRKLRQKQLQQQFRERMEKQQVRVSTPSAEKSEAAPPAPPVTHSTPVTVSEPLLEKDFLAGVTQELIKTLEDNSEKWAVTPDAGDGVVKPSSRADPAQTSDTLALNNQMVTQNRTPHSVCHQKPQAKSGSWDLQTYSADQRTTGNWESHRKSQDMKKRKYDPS
# DENV2 CPE rescue: protects cells from dengue virus 2 cytopathic effect. 350,000 tested, 1.7% active. CPE inhibition, % at 9.99 µM. DENV2-infected cells, cytopathic effect rescue, plate reader; in the data active means CPE inhibition above about 20%, passing the limit was not always enough; inconclusive means no clear call, values can overlap the other calls; tested in BHK-21 cells;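 further: 0% = median of neutral control wells and 100% = median of positive control wells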
# Xi reactivation: reactivates the inactive X chromosome in mouse fibroblasts; XiGFP mouse fibroblasts, % GFP-positive cells imaging, 3 d; cells co-treated with 5-aza-dC sensitizer; scaled so ellipticine positive control = 100%; activation, % at 7.58 µM; 360,000 tested, 0.055% active;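 active means mean normalized replicate activation at least 10% and every replicate at or above 10%; inconclusive means only one of the two criteria met; inactive means mean below 10% and not all replicates reach 10%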;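 further: 0% = median of on-plate neutral control wells and 100% = ellipticine 6 µM median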
#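 System: 68-5-11 XiGFP fibroblast line | Buffer or medium: DMEM containing 5-aza-dC | Compound: Single point | Times: Compounds 3 days, fix/stain 15 min at room temperature | Benchmarks: Positive control ellipticine, 6 µM final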
# Starred values were filed as active, the others as inactive; ? = inconclusive; . = not tested or not shown; & = joins results of further samples.
compound,RAD54 inh,CFTR F508del cor,E-sel inducer,INS-1E GSIS act,Casp6 inh,RAD52 inh,DENV2 CPE rescue,Xi reactivation
CCCNC(=O)[C@@H]1[C@@H](CO)[C@@H]2Cn3c(ccc(-c4ccccc4F)c3=O)[C@@H]2N1C(=O)C1CCC1,.,0.0,-0.2,2,0,-9,3,0.0
CCCNC(=O)C1CCN(c2cc(-c3ccccc3)nc3ncnn23)CC1,3,1.6,2.7,.,2,-6,-1,0.2
CC(OC(=O)Cc1c[nH]c2ccccc12)C(=O)Nc1ccccc1F (stereo not given),-4,3.4,.,-11,2,-9,?,0.3
CCCNC(=O)C[C@@H]1CC[C@@H]2[C@@H](COc3ccc(NC(=O)c4cccc(C(F)(F)F)c4)cc3C(=O)N2C)O1,-3,2.9,0.1,4,2,-7,5,0.2
CCn1cc(C(=O)NCCC(=O)NCCCO)c(=O)c2cc3c(cc21)OCO3,1,6.3,-0.1,-5,-6,-7,4,0.1
C=CCNC(=O)/C(C#N)=C/c1c(C)nn(-c2ccccc2)c1Cl,-3,-0.8,-0.2,-11,-1,-8,-8,0.0
Cc1cccc(N2CCN(C(=O)C3CCC(CNS(=O)(=O)c4cccs4)CC3)CC2)c1C (stereo not given),-1,0.3,0.4,-13,-2,-11,8,0.3
O=C(NC(=S)Nc1cccc2ncccc12)c1cccs1,.,0.2,.,28,2,-26,-2,0.0
CC1(C)Oc2ccccc2OC1(O)c1ccc2ccccc2n1 (stereo not given),-5,.,0.8,-5,.,.,.,0.0
CC(C)(C)S(=O)(=O)N1Cc2cc(CO)cc(CCO)c2[C@@H]1CCO,-1,3.0,0.0,15,5,1,-6,0.0
Cc1ccnc(Nc2nc3ccccc3s2)n1,.,-0.6,.,4,0,-22,7,0.0
O=C(NCc1ccccc1CN1CCCC1)c1cccc(S(=O)(=O)N2CCCC2)c1,-4,0.8,.,3,-19,-14,5,0.2
CC(OC(=O)c1ccc(F)c(S(=O)(=O)N2CCOCC2)c1)C(=O)NC1CCCC1 (stereo not given),.,-0.6,1.1,-7,2,1,-2,-0.1
CO[C@@H]1CN(C)C(=O)c2cc(NC(C)=O)ccc2OC[C@@H](C)N(C(=O)C2CC2)C[C@@H]1C,2,2.5,0.0,10,-9,-3,-10,-0.4
O=C(Cc1cccs1)Nc1nnc(C2CC2)s1,2,-1.3,0.8,-2,2,-13,8,-0.1
CN(C)C(=O)c1cccc(-c2ccc3c(c2)[C@H]2[C@H](CCN2C(=O)c2cccnc2)[C@@H](CO)N3)c1,-1,-1.0,0.5,8,.,.,31*,0.1
CNC[C@H]1Oc2ccc(NC(=O)NC(C)C)cc2CC(=O)N([C@@H](C)CO)C[C@@H]1C,0,0.3,.,22,1,0,6,-1.1
C[C@@H]1CN([C@H](C)CO)C(=O)c2cc(NS(C)(=O)=O)ccc2O[C@@H]1CN(C)Cc1ccncc1,0,-4.4,-0.8,15,-3,5,8,0.0
COc1ccccc1-c1ccc2c(c1)O[C@H](CN(C)C(=O)Nc1cccc(F)c1)[C@@H](C)CN([C@H](C)CO)S2(=O)=O,-5,-1.7,.,-18,-1,11,-3,0.3
CC(=O)N1CCN(c2ccccc2NC(=O)c2ccc3ccccc3c2)CC1,12,2.8,0.2,14,2,9,-6,0.1

# New compounds follow:
compound,RAD54 inh,CFTR F508del cor,E-sel inducer,INS-1E GSIS act,Casp6 inh,RAD52 inh,DENV2 CPE rescue,Xi reactivation
C[C@@H]1CN([C@H](C)CO)C(=O)c2cc(NS(=O)(=O)c3ccc(Cl)cc3)ccc2O[C@@H]1CN(C)Cc1ccc(C(=O)O)cc1,-4,1.3,0.0,17,0,7,19,-0.7
NS(=O)(=O)c1ccc(NC(=O)CCCCC(=O)Nc2ccc(S(N)(=O)=O)cc2)cc1,2,0.7,-0.1,16,1,-29,3,-0.1
COc1cccc(-c2nc(CS(=O)(=O)CC(=O)N3CCN(c4ccccn4)CC3)c(C)o2)c1,-6,-2.9,0.7,-21,1,-5,-16,-0.1
Cc1noc(/C=C/N(C)C)c1S(=O)(=O)N1CCc2ccccc21,-3,-2.8,.,-54,-1,-111,8,0.0
COc1cccc(N(CC(=O)NC2CCCC2)C(=O)CCCC(=O)Nc2ccccn2)c1,-4,-0.8,.,11,6,-13,3,-0.1
C[C@@H]1CN([C@H](C)CO)C(=O)c2cc(NC(=O)Nc3ccc4c(c3)OCO4)ccc2O[C@@H]1CN(C)S(=O)(=O)c1ccc(F)cc1,-6,-0.1,24,-23,0,5,?,0.0
Cn1c(SCc2cccnc2)nc2c(c1=O)SCC2,.,-1.1,7.8,11,1,-9,0,0.1
CCCCCc1ccnc(CC(=O)c2ccc(OC)cc2)c1,-1,-2.9,-1.1,12,-5,-15,9,0.0
COc1ccc(C(CC(=O)N2CCCC(C)C2)c2c(OC)cc(OC)c3ccc(=O)oc23)cc1 (stereo not given),-3,2.1,-0.1,-12,.,.,.,0.0
COC(=O)c1ccc(CN2CCCC(C(=O)c3cc(F)ccc3OC)C2)cc1 (stereo not given),-6,-7.7,.,-3,3,-15,0,0.2
CCN(Cc1ccccc1)C(=O)CS(=O)(=O)c1ccccc1,.,-1.6,3.7,12,-5,2,1,-0.1
C[C@@H]1CCCCO[C@H](CN(C)Cc2ccc(C(=O)O)cc2)[C@H](C)CN([C@H](C)CO)C(=O)c2cc(NS(=O)(=O)c3cn(C)cn3)ccc2O1,0,-3.0,-0.1,14,.,.,1,0.0
Cc1ccc(-n2c(=O)c3sccc3n(CC(=O)NCC3CCCO3)c2=O)cc1F (stereo not given),2,0.2,.,-1,-2,-1,0,0.2
CNC[C@H]1Oc2cc(C#CC3CCCC3)ccc2S(=O)(=O)N([C@H](C)CO)C[C@H]1C,2,-1.1,-0.1,-2,1,4,8,-0.1
COC(=O)CN1C(=O)C(O)(CC(=O)c2cccc(Br)c2)c2ccccc21 (stereo not given),-5,-2.0,.,-4,0,-9,4,-0.1
C[C@H]1CN([C@@H](C)CO)C(=O)Cc2cc(NC(=O)CCC(F)(F)F)ccc2O[C@H]1CN(C)Cc1ccc(-c2ccccc2)cc1,2,0.4,0.7,-21&-8,-3,-89,57*,-0.4&0.0
O=C(COC(=O)c1cnc(Cl)c(Cl)c1)NC1CC1,-5,-0.1,-0.3,-12,-3,-10,6,0.2
O=C(COc1ccccc1)OCc1csc(Nc2ccccc2)n1,-1,.,.,-5,2,-29,6,0.1
CN(C)Cc1nc2ccccc2c(=O)n1CC#N,.,0.8,.,18,-3,-19,2,0.3
CC(OC(=O)Cn1nnc2ccccc21)C(=O)NC1CCCC1 (stereo not given),8,-1.7,0.1,9,-5,-3,-1,0.3

# (next part)
compound,RAD54 inh,CFTR F508del cor,E-sel inducer,INS-1E GSIS act,Casp6 inh,RAD52 inh,DENV2 CPE rescue,Xi reactivation
COc1ccccc1NC(=O)c1ccccc1C(=O)O,.,0.6,.,9,3,-10,0,0.0
CC(=C/C(=O)O)/C=C/c1ccco1,.,-3.1,.,-22,12,-21,-3,0.0
CC1CCCCC1NC(=O)c1ccco1 (stereo not given),-2,-0.2,.,5,-2,-37,0,0.2
C[C@H](O)C#Cc1ccc2c(c1)O[C@H](CN(C)Cc1ccncc1)[C@@H](C)CN([C@H](C)CO)S2(=O)=O,-6,-0.4,0.1,12,5,3,2,-0.2
O=C(c1ccc(F)cc1)C1CCN(Cc2cn[nH]c2-c2ccccc2)CC1,.,0.0,-0.1,13,0,-9,-2,0.0
COc1ccc(CN(C)C(=O)c2oc3ccccc3c2CSC)cc1F,11,-1.8,-0.3,-11,0,-35,-1,0.5
CS(=O)(=O)N(CC(=O)NCCSCc1ccccc1)c1ccccc1Br,0,-0.2,.,.,-1,-7,-1,0.1
O=C(CCC(=O)c1ccc(Cl)s1)Nc1ncccc1O,7,1.6,.,-3,20,-39,-15,0.0
COc1ccc(Cl)cc1CC1(C)C(=O)Nc2ccc(S(=O)(=O)NC3CCCCC3)cc21 (stereo not given),-1,-1.5,-0.3,-11,-1,-7,6,0.1
O=C1[C@H]2CC3C=CC2(O3)[C@@H]2OCCCN12 (stereo not given in full),-8,-2.1,0.0,-11,0,10,?,0.0
COc1ccccc1NC(=O)N(C)C[C@@H]1Oc2ncc(Br)cc2C(=O)N([C@H](C)CO)C[C@H]1C,3,3.4,0.0,0,1,0,13,0.2
O=C(COc1ccc(Br)cc1)OCC(=O)c1ccc[nH]1,-12,-9.1,-0.1,.,0,-10,-8,-0.1
CCOc1ccc(S(=O)(=O)NCCC(=O)NCC(c2cccs2)N2CCOCC2)cc1 (stereo not given),16,-0.7,.,5,-105,5,8,0.5
CCCCCCCN1CCC(=O)N([C@H](CO)c2ccccc2)CC1,5,-0.3,0.0,-10,.,-8,-13,0.3
CNC[C@@H]1OCCCC[C@H](C)Oc2ccc(NC(=O)NC3CCCCC3)cc2C(=O)N([C@@H](C)CO)C[C@@H]1C,-3,-1.6,0.0,6,-4,-61,?,0.0
O=C1CNC(=S)N1Cc1ccccc1,.,-1.4,0.4,-3,3,-1,-6,0.1
COCC(=O)N1[C@@H]2c3cccc(=O)n3C[C@@H]2[C@@H](CO)[C@@H]1C(=O)NCc1ccccc1F,-3,1.4,0.2,-5,0,-2,0,0.3
Cc1cc2c(SCC(=O)Nc3ccccc3O)ncnc2s1,0,-5.9,1.8,11,5,-30,-4,0.0
C=CCn1c(-c2cc3cccc(OC)c3o2)n[nH]c1=S,.,-0.2,3.2,2,-1,2,.,0.1
S=c1[nH]nc(-c2ccccc2)n1/N=C/c1cccc(Br)c1,4,0.3,-0.1,8,1,-7,12,0.1

# Next section:
compound,RAD54 inh,CFTR F508del cor,E-sel inducer,INS-1E GSIS act,Casp6 inh,RAD52 inh,DENV2 CPE rescue,Xi reactivation
COC(=O)[C@H]1[C@H](CO)[C@H]2Cn3c(cccc3=O)[C@H]2N1C(=O)C1CCCC1,.,1.7,0.0,-6,0,-9,15,0.0
Cc1cccc(-c2ccc([C@@H]3[C@@H](CO)N4CCCCN(S(=O)(=O)c5cccc(C)c5)C[C@H]34)cc2)c1,-14,1.8,-0.7,113,-3,-24,-7,0.3
O=C(CCc1nnc(C2CCCCC2)o1)N1CCN(c2ccccc2F)CC1,.,-1.3,0.9,-6,1,-14,-1,0.0
c1cncc(CNc2ncnc3ccc(-c4ccoc4)cc23)c1,12,-1.4,.,.,2,-57,?,0.0
CC(=O)N1CC2(C1)[C@@H](c1ccc(-c3ccc(C#N)cc3)cc1)[C@@H](CO)N2C(=O)C1CC1,.,2.0,-0.1,-4,0,-19,0,0.0
COc1ccc2oc(C(=O)OCC(=O)NCc3ccco3)c(C)c2c1,-13,-1.3,-0.3,-14,2,-15,-6,0.0
Cc1nc(NC(=O)COC(=O)c2cc3c(s2)CCC(C)C3)c(Cl)cc1Cl (stereo not given),.,0.3,0.4,9,3,-15,-1,0.0
CC1CCCCN1C(=O)C1COc2ccccc2O1 (stereo not given),0,-1.3,0.6,6,0,-12,-2,0.0
